# rTrxR1 inhibitor = inhibitors of rat thioredoxin reductase 1 | 390,000 compounds, 1% hits | Potency, µM (highest dose often 114 µM), for inactives: at the top dose activity change, negative = inhibition, hits mostly inhibitors | recombinant rTrxR1, NADPH fluorescence consumption, selenite substrate; further: on the % scale 0 is the no-effect control and ±100 the full control effect; nearly all actives have a fitted effect of over 65% in size
#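 Rat TrxR1 (90 nM in the dispensed reagent) was pre-reduced with 400 uM NADPH for 5 min at room temperature, then incubated with compound for 15 min. After 400 uM selenite was added, NADPH fluorescence (Ex 340/Em 450 nm) was followed for 8 min.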
# RGS4 inh = human RGS4 inhibition. Transcreener GDP fluorescence polarization, RGS4-accelerated GTP hydrolysis. 390,000 compounds, 0.039% hits. P49798. AID 504845. Potency, µM (titrated, usually from 114 µM), inactives show at the highest dose activity change, negative = inhibition, hits mostly inhibitors; further: on the % scale 0 is the no-effect control and ±100 the full control effect; nearly all actives have a fitted effect of over 75% in size; some results filed as inactive show a strong effect at the top dose
# Target sequence (P49798 whole entry, looked up): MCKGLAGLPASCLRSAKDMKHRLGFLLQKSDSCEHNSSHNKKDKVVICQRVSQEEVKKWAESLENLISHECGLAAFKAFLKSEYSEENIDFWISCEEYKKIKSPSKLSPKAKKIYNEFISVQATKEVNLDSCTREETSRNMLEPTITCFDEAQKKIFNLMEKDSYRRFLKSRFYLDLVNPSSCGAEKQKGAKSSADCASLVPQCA
#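 MLSMR compounds (23 nl, pin-transferred) preincubated 10 min at room temperature with a 500nM (2x) first reagent, then RGS4 at 900nM (2x) plus Transcreener GDP mix added; fluorescence polarization (620/688 nm) read before and after 90 min at 30 °C.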
# 12-LOX inh = blocks human arachidonate 12S-lipoxygenase; Potency, µM (top dose mostly 108 µM), without a hit: at the top dose activity change, negative = inhibition, most hits filed as inhibitors; purified 12hLO, xylenol orange hydroperoxide absorbance; AID 1671190; 580,000 compounds, 1.1% hits; further: on the % scale 0 is the no-effect control and ±100 the full control effect
#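 Purified human 12hLO at 150 nM in 25 mM Hepes, 0.01% Triton X-100, pH 7.0, preincubated 15 min at room temperature with compound. Reaction started with 40 uM arachidonic acid, 30 min at room temperature. Hydroperoxide measured by Fe-xylenol orange, 573/405 nm absorbance ratio.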
# GLS inh = glutaminase GLS (human) inhibition; O94925; GLS enzymatic activity, qHTS titration; Potency, µM (highest dose often 45.5 µM), for the others: at the highest dose activity change, negative = inhibition, usual class: inhibitors; 410,000 compounds, 0.21% hits; AID 624170; further: on the % scale 0 is the no-effect control and ±100 the full control effect
#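 Coupled fluorescence readout: glutamate oxidase/HRP/Amplex Red detect glutamate formed by hKGA from L-glutamine (1 mM solution added). Buffer 45 mM KH2PO4 pH 8.2, 0.02% Tween-20; reads at t0 and 30 min RT.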
# JMJD2A Tudor inh = blocks the human JMJD2A Tudor domain | 390,000 compounds, 4.4% hits | AID 504339 | AlphaScreen JMJD2A-Tudor / H3K4me3 peptide binding | Potency, µM (doses to about 114 µM), for the others: top-dose activity change, negative = inhibition, actives largely listed as inhibitors; further: on the % scale 0 is the no-effect control and ±100 the full control effect; nearly all actives have a fitted effect of over 50% in size
# Pin1 inh = inhibitors of human Pin1; Pin1 FP peptide displacement, HiFluor488, 10 min; Potency, µM (series often up to 115 µM), for inactives: at the highest dose activity, negative = inhibition, usual class: inhibitors; 390,000 compounds, 0.009% hits; active means well fitted inhibition curve with a large enough effect in the polarisation, with a control signal flat, not every such curve was filed as active; inconclusive means small, poorly fitted or top-dose-only effect, or effect the other way, or a change in a side signal; inactive means no such curve, though single readings can be large or run the other way; the % refers to the polarisation; further: on the % scale 0 is the no-effect control and ±100 the full control effect
# Target sequence (Q13526 whole entry, looked up): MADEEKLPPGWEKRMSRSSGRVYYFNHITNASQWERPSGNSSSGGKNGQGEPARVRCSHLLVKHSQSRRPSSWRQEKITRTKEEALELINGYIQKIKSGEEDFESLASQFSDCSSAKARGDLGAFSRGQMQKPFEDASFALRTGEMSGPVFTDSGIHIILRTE
# HP1b binding inh = inhibitors of HP1-beta chromodomain binding to methylated histone tails; P83916; AlphaScreen HP1-beta / biotin-H3K9me3 peptide binding; Potency, µM (series often up to 114 µM), for the others: at the highest dose activity change, negative = inhibition, most hits filed as inhibitors; 390,000 compounds, 0.56% hits; AID 540317; further: nearly all actives have a fitted effect of over 70% in size; inactives centre near 23
# Target sequence (P83916 whole entry, looked up): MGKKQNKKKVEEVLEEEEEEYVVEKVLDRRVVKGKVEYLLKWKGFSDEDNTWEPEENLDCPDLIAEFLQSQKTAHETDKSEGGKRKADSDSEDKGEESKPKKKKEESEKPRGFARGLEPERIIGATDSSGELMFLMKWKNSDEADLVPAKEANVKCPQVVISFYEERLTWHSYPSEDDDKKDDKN
#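 HP1-beta protein (50 nM final) preincubated 30 min at room temperature with biotinylated H3(1-18)K9me3 peptide (50 nM) in PBS pH 7.4, 0.01% Tween-20, then compound added for 30 min. AlphaScreen streptavidin donor/nickel chelate acceptor beads (10 ug/mL final), 30 min dark, luminescence read.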
# Tb PGK inh = blocks T. brucei phosphoglycerate kinase; 380,000 compounds, 0.043% hits; PGK/GAPDH coupled, Kinase-Glo luminescence, 60 min; P07378; Potency, µM (series often up to 57.5 µM), for inactives: at the top dose activity change, negative = inhibition, most hits filed as inhibitors; further: on the % scale 0 is the no-effect control and ±100 the full control effect; nearly all actives have a fitted effect of over 60% in size
# Target sequence (P07378 whole entry, looked up): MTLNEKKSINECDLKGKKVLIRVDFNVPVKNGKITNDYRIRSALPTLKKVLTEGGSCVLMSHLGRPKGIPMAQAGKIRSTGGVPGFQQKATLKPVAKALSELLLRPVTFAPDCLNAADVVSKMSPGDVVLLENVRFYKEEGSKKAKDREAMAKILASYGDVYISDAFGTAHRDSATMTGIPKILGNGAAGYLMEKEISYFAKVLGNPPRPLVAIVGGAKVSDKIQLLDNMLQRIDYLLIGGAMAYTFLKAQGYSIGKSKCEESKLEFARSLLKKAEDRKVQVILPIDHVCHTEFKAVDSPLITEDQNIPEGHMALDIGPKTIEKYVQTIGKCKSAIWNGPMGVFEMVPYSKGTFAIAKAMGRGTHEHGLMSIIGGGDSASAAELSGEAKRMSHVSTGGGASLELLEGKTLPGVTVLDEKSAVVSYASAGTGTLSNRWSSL
#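 Recombinant glycosomal PGK reaction used 1,3-bisphosphoglycerate generated in-well by GAPDH (100nM final) in 100mM TEA pH 7.6, 5mM MgCl2, 0.01% Tween-20. After 60 minutes at room temperature, ATP was read by Kinase-Glo Plus luminescence end-point.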
# ERG Ets-DNA blk = blocks human ERG Ets domain binding to DNA; Potency, µM (highest dose often 76.9 µM), without a hit: top-dose FP activity, negative = inhibition, usual class: inhibitors; fluorescence polarization, His-ERG Ets domain / labelled DNA; P11308; 370,000 compounds, 0.028% hits; active means well fitted inhibition curve with a large enough effect in the polarisation, with a control signal flat; inconclusive means small, poorly fitted or top-dose-only effect, or effect the other way, or a change in a side signal; inactive means no such curve, though single readings can be large or run the other way; the % refers to the polarisation;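 further: polarization taken with two DNA probes labelled with fluorescein and Texas red; % of control where 0% means no effect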
#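 His-tagged ERG Ets domain (1 uM in the protein solution; 300mM KCl, 50mM Tris-HCl, 1mM EDTA, 1mM DTT, pH 7.5) received compound, then a probe mix of 5 nM fluorescein-DNA and 100nM Texas-615-DNA. Fluorescence polarization was read for both dyes.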
# The depositor's hits bear a star; i = inactive; ? = inconclusive; · = no result given; [ ] = dose if it differs, or a comment. Unless noted, the call rests on the fitted dose curve; in most records, active means well fitted curve in the direction sought with a large enough effect; inconclusive means small, poorly fitted or top-dose-only effect, or another doubt; inactive means no such curve, though single readings can be large; an effect the other way counts as inactive or inconclusive. Potency means the concentration at half of the fitted maximal effect. The list is partial, so the mix of outcomes need not match the whole.
rTrxR1 inhibitor	RGS4 inh	12-LOX inh	GLS inh	JMJD2A Tudor inh	Pin1 inh	HP1b binding inh	Tb PGK inh	ERG Ets-DNA blk	SMILES
14.4%	-13.9%	0.0%	-0.8%	-26.1%	-7.9%	14.1%	-12.8%	3.8%	CN(C)S(=O)(=O)N(CC(=O)NCCSc1ccc(Cl)cc1)c1ccccc1
-12.6%	3.8%	?	16.3%	?	-13.7%	16.5%	2.5%	0.5%	CC(C)c1ccc(NC(=O)COC(=O)c2c[nH]c(=O)[nH]c2=O)cc1
7.5%	8.2%	-1.3%	13.7%	-16.7%	-7.1%	22.8%	-5.6%	-6.9%	COC(=O)c1nn(-c2ccccc2)c(Sc2ccc(OC)cc2)c1/C=N/O
19.9%	-11.0%	?	13.7%	-8.2%	6.7%	26.0%	-9.8%	-2.4%	Cc1ccc(OCC(=O)Nc2nnc(S(=O)(=O)N3CCc4ccccc43)s2)cc1
?	-16.8%	2.4%	15.9%	31.6µM*	?	7.1%	-5.2%	72.4%[activator]	Cc1cc(O)c(C=Nc2ccc(Cl)cn2)c(=O)o1
-0.5%	25.3%	17.8%	-10.7%	-15.5%	1.7%	19.9%	-1.8%	·	Cc1cccc(NC(=O)CSc2nnc(CCC(=O)Nc3ccc(C)c(Cl)c3)n2C)c1
52.9%[activator]	21.9%	-10.7%	18.3%	-27.0%	1.4%	8.6%	-2.7%	11.4%	CCN(CCCNC(=O)c1cc(Nc2ccc(OC)cc2)nc2ccccc12)c1cccc(C)c1
3.5%[57.1 µM]	28.1%	-2.3%	-1.1%	-30.8%	-1.3%	-3.4%	-9.1%	-5.8%	O=C(CN(c1ccccc1)S(=O)(=O)c1ccccc1)N1CCN(Cc2ccc3c(c2)OCO3)CC1
?	-29.5%	13.6%	2.3%	-6.3%	0.1%	62.6%[activator]	-0.4%	3.7%	COCCCNC(=O)CS(=O)Cc1nc(-c2ccccc2C)oc1C (centres undefined)
2.9%	17.5%	35.5%[activator]	2.2%	-11.8%	-3.4%	22.9%	-0.3%	3.6%	COc1ccccc1CNC(=O)CCNC(=O)N1CC(=O)Nc2ccccc21
7.7%	-9.1%	7.9%	9.9%	-5.7%	-5.6%	13.2%	-4.2%	6.6%	CC(Oc1ccccc1F)c1nnc(SCC(=O)Nc2ccc(N3CCOCC3)cc2)o1 (centres undefined)
-23.7%[57.1 µM]	-2.2%	137.1%[activator]	-1.6%	-11.4%	0.7%	10.6%	i	6.8%	CCN(CC)CCOC(=O)c1ccc(N/C=C(/C#N)c2nc(-c3cccc(OC)c3)cs2)cc1
-11.5%	12.3%	-17.5%	0.8%	4.1%	6.9%	20.1%	-2.4%	2.8%	Cc1cc(NC(=O)C2CCCCC2)ccc1NC(=O)c1ccccc1Cl
-8.9%	19.0%	0.0%	1.0%	-7.2%	2.2%	12.9%	2.2%	-1.6%	O=C(Nc1cccc(Cl)c1)N1CCN(c2ncccn2)CC1
?	-25.1%	-9.4%	-1.3%	5.2%[57.1 µM]	-4.5%	36.9%	i	-2.2%	Cc1ccc(S(=O)(=O)NC(Cc2ccccc2)C(=O)O)cc1 (centres undefined)
5.9%[57.1 µM]	27.7%	-19.1%	19.5%	?	-2.6%	48.3%[activator]	9.8%	-1.6%	CCCOc1ccc(CC(=O)NCC2(c3ccccc3)CCOCC2)cc1OC
-0.6%[57.1 µM]	18.7%	-0.6%	6.0%	?	2.6%	15.4%	11.1%	3.6%	COc1cccc(C(C(=O)NC(C)(C)C)N(Cc2ccc(C)cc2)C(=O)CCC(=O)Nc2cc(C)on2)c1OC (centres undefined)
?	-25.9%	?	12.3%	-18.9%	?	-11.8%	-9.0%	?	NC(=S)c1cc2ccc(O)cc2oc1=O
13.8%	1.0%	44.7µM*	11.2%	-30.8%	-3.9%	4.5%	2.0%	-11.2%	O=C1OC(c2ccccc2)(c2cc(Br)ccc2O)c2ccccc21 (centres undefined)
10.4%[57.1 µM]	-0.9%	-3.6%	3.5%	-9.8%	0.1%	7.8%	-8.8%	5.5%	CC(=O)Nc1cc2ccccc2oc1=O

# The closing three compounds of the part above come first, to join the parts.
rTrxR1 inhibitor	RGS4 inh	12-LOX inh	GLS inh	JMJD2A Tudor inh	Pin1 inh	HP1b binding inh	Tb PGK inh	ERG Ets-DNA blk	SMILES
?	-25.9%	?	12.3%	-18.9%	?	-11.8%	-9.0%	?	NC(=S)c1cc2ccc(O)cc2oc1=O
13.8%	1.0%	44.7µM*	11.2%	-30.8%	-3.9%	4.5%	2.0%	-11.2%	O=C1OC(c2ccccc2)(c2cc(Br)ccc2O)c2ccccc21 (centres undefined)
10.4%[57.1 µM]	-0.9%	-3.6%	3.5%	-9.8%	0.1%	7.8%	-8.8%	5.5%	CC(=O)Nc1cc2ccccc2oc1=O
15.1%	-2.0%	-6.3%	1.6%	-18.0%	-2.9%	0.0%	-9.0%	12.7%	CCO[C@H]1OC(C(N)=O)=C[C@@H](C2CCCCC2)[C@@H]1CCCO
3.3%	3.4%	412.6%[activator]	?	-2.2%	?	41.9%[activator]	i	-0.3%	Cc1[nH]c(=S)c(C#N)c(C)c1Cc1ccc(Cl)cc1Cl
7.3%[57.1 µM]	-12.6%	5.6%	-3.7%	4.9%	-5.0%	35.0%	-6.0%	-3.6%	CCOC(=O)c1cc(N)cc([N+](=O)[O-])c1
?	7.3%	3.7%	10.0%	6.8%	-1.3%	59.3%[activator]	3.0%	-1.6%	CCOC(=O)CSCC(=O)N1N=C(c2cccs2)CC1c1ccc(F)cc1 (centres undefined)
15.4%	36.5%	-1.3%	-0.5%	-2.8%	3.3%	14.5%	-4.4%	15.1%	CN(C)C(=O)C(=O)c1cccn1-c1cccc(Cl)c1C#N
21.0%	-23.1%	-4.3%	-13.5%	?	5.0%	42.7%[activator]	-3.4%	-11.5%	O=c1cc(-c2ccccc2)nc(Cc2c(Cl)cccc2Cl)[nH]1
1.0%[57.1 µM]	10.1%	-14.3%	1.5%	-15.5%	2.5%	-6.1%	-3.9%	-4.6%	COc1ccc(N(C(=O)CNC(=O)c2ccco2)C(C(=O)NCC2CCCO2)c2ccccc2)c(OC)c1 (centres undefined)
1.8%	4.9%	-11.7%	9.7%	?	6.3%	32.6%	-9.9%	-1.8%	O=C(NC(Cc1c[nH]c2ccccc12)C(=O)N1CCOCC1)c1cccs1 (centres undefined)
18.6%[57.1 µM]	-22.7%	-7.4%	-5.2%	-20.5%	2.2%	23.7%	-1.4%	-8.2%	Cc1nn(-c2ccccc2)c(Cl)c1/C=N/NC(=O)c1cccnc1
16.7%	9.6%	-5.9%	6.3%	34.5%	-1.6%	62.7%[activator]	i	-4.3%	O=C(CCSc1ccccc1)Nc1ccccc1Br
-30.9%	11.2%	?	13.9%	-17.7%	-10.2%	20.7%	0.9%	-3.8%	O=C(C1=C(O)C(=O)N(CCc2ccccc2)C1c1cccnc1)c1ccco1 (centres undefined)
11.5%[57.1 µM]	-15.3%	0.0%	-0.4%	3.8%	6.3%	21.8%	-0.9%	2.1%	Cc1cc(C)n2nc(C(=O)NCc3ccccc3)nc2n1
6.2%[57.1 µM]	11.7%	0.0%	-5.5%	-18.7%	-1.1%	6.1%	-9.1%	4.2%	Nc1nnc(N)c2ccccc12
?	-40.2%	?	16.5%	-11.8%	-0.2%	-6.0%	-10.3%	10.4%	CC(C)C(Cl)=NOC(=O)Nc1ccc(F)cc1
-7.1%[57.1 µM]	6.2%	-57.5%	-7.4%	-26.9%	-3.0%	44.9%[activator]	-4.1%	-4.9%	Cc1ccc(-n2cnc3cc(C(=O)NCCC4=CCCCC4)ccc32)cc1Cl
9.3%[57.1 µM]	2.5%	5.3%	2.2%	5.8%	-0.4%	18.7%	-8.5%	-20.9%	O=C(O)c1ccc(S(=O)(=O)NCc2cccnc2)cc1
10.9%[57.1 µM]	18.1%	-5.3%	-13.9%	2.1%	-12.7%	32.7%	i	1.0%	Cc1cccc(C(=O)Nc2ccc3c(c2)ncn3C)c1
-29.7%	3.5%	·	1.4%	-28.5%	7.9%	39.0%	-5.1%	9.6%	COC(=O)N1[C@H](Cc2ccccc2)C=C[C@]1(C)C(=O)NCc1ccccn1
7.9%	-1.0%	-0.7%	0.5%	-4.2%	3.9%	20.7%	i	1.9%	CC(OC(=O)CNC(=O)c1ccc(F)cc1)C(=O)Nc1ccc(S(=O)(=O)N2CCOCC2)cc1 (centres undefined)
2.6%	15.1%	-8.2%	3.0%	-6.3%	3.4%	41.2%[activator]	-0.3%	1.1%	Cn1nnnc1SCCCNCc1cc(Br)ccc1OCc1ccccc1
3.7%[57.1 µM]	11.4%	94.1%[activator]	35.1%[activator]	-14.9%	-8.2%	-1.8%	-4.8%	17.7%	COC(=O)[C@H](CC(C)C)NC(=O)N1CCC(C)CC1
27.9%	26.0%	-18.6%	6.2%	?	-5.4%	-0.5%	-3.6%	3.5%	Cc1ccc(-c2cc(Cc3ccc(N(C)C)cc3)c(=O)[nH]n2)cc1
15.4%[57.1 µM]	-16.3%	-3.1%	-7.3%	-11.0%	-7.4%	25.6%[57 µM]	i	-3.6%	CC1(C)C(=O)N(CC(=O)Nc2ccc(OC(F)(F)F)cc2)c2ccccc21
